# Bioassay records: PubChem BioAssay, several laboratories
# Autophagy mod = alters autophagy in cells; hit rate 0.98% among 190,000; MEF GFP-LC3 puncta imaging; test concentration mostly 10 µM; calls only at 10 µM (by protocol);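 active = percentage of spot-positive cells more than 3 SD above its plate mean, without a fluorescence outlier flag or 80% toxicity; inconclusive = no clear call, values can overlap the other calls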;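 also: spot-positive cell cutoff set from DMSO-treated cells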
# bCat nuc transl = beta-catenin nuclear translocation modulation; HeLa beta-catenin nuclear translocation, immunofluorescence imaging; nuclear translocation activity, % at 5 µM; hit rate 0.3% among 190,000;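 active = nuclear translocation activity above 50% at 5 µM, with a well cell count of 50 or more; inconclusive = wells under 50 cells across six images, flagged as toxic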;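 also: per-cell ratio of nuclear to cytoplasmic median beta-catenin stain intensity; plate controls were DMSO negative control for no effect and GSK-3 inhibitor IX positive control for full effect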
#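 Signal – beta-catenin immunofluorescence imaging with DAPI · Test system – human HeLa cell line · Dosing – 5 µM primary single dose, 0.1% DMSO, 0.02–20 µM confirmation series · Measure – % activation, nuclear-to-cytoplasmic median beta-catenin signal ratio per cell · Incubation – 24 h compound exposure at 37°C, 5% CO2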
# T cell HTS = modulates CD8 T cell binding to vesicles; calls only at 7 µM; hit rate 0.068% among 330,000; 2C CD8+ T cell-vesicle binding, flow cytometry; active compounds read low;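 active = response, share of CD8 T cells binding vesicles, and their 90th percentile fluorescence all below set limits, cut at about 80% in these data, passing the limit was not always enough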
#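 Incubation: binding step 1.5 h, 37 °C, antibody labelling 20 min, ice; system: murine 2C transgenic CD8+ T lymphocytes; technique: cytometric PE anti-B7-1 and Alexa647 anti-CD8 signals after 1% paraformaldehyde fixation; also added: QL9-charged Drosophila Ld/ICAM-1/B7-1 vesicles; control set: naked versus QL9-loaded vesicles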
# Lipid droplet = modulators of hepatic lipid droplet formation. AML12 mouse hepatocytes, oleate lipid droplets, BODIPY imaging. inhibition, % at 6.5 µM. hit rate 0.4% among 240,000. AID 1656;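 active = lipid droplet intensity inhibited by at least 50%, with more than 500 cells counted; inconclusive = wells with under 300 cells, treated as cytotoxic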
#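 Material – mouse AML12 hepatocyte cell line, fixed after treatment · Compound dosing – one dose, 6.5 µM compound · Times – compound with oleate, overnight · Measured by – Image-based BODIPY and DAPI two-channel analysis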
# Myeloid diff 2 = promotes myeloid progenitor differentiation; ER-HoxA9 myeloid progenitors, lysozyme-GFP differentiation, flow cytometry; calls only at 10 µM; hit rate 1% among 360,000; AID 624256;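 active = normalized GFP-positive differentiation at or above the plate's own cutoff, the solvent-only control mean plus 3 SD; inconclusive = no clear call, values can overlap the other calls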;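 also: cells exposed to compound for four days before flow analysis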
# West Nile antiviral = West Nile virus antiviral activity, cell-based, CPE readout (AID 1621); West Nile virus-infected cells, CPE inhibition; higher % means a stronger effect; CPE inhibition, % at 10 µM, or IC50 in µM where a hit was titrated; hit rate 0.02% among 290,000; in the data active = a potency from the dose series; inconclusive = CPE inhibition mostly from about 3.7% at the one dose, without a potency; inactive = the rest, 99 in 100 with CPE inhibition below about 2.2%; also: strong numbers were not always called active
# Insulin prom up = MIN6 insulin promoter up-regulation. z-score at 5 µM. MIN6 insulin promoter-GFP reporter, high-content imaging; active compounds read high. AID 1625. hit rate 0.3% among 190,000;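 active = z-score above 3 at 5 µM with at least 500 cells counted in the well; inconclusive = wells under 500 cells, flagged as cytotoxic or low count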
# MT stabilize HCS = stabilizes microtubules in HeLa cells; % tubulin-high responders, % at 10 µM; hit rate 0.83% among 200,000; HeLa tubulin immunostaining HCS, 24 h; share of cells brighter than vehicle mean+2SD;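 active = plate Z-score above 3 for both tubulin-high and condensed-nucleus cell shares, with cell loss under 80%, at 10 µM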;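 also: anti alpha tubulin signal scored within the nucleus-defined area of each cell; some results filed as inactive read as strong as hits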
# WT yeast gro inh = growth inhibition of WT yeast, mitochondrial fusion screen; mitochondrial fusion phenotypic screen, WT strain; inhibition, % at 10 µM; hit rate 2.1% among 190,000; in the data active = inhibition above about 58%; tested in S. cerevisiae
# WT yeast gro inh mutant strain = second read-out of WT yeast gro inh, no call of its own (marks repeat the call); inhibition, %; mitochondrial fusion phenotypic screen, mutant strain inhibition
# Insulin prom up cell count = further read-out of Insulin prom up, marked with its call; cell count; measured here: cytotoxicity, nuclei count;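 total cells summed across four imaged fields per well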
# Lipid droplet cells 6.5 µM = recorded beside Lipid droplet, whose call it bears; cell count; measured here: cell count, cytotoxicity flag;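 cells counted across two imaged fields per well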
# bCat nuc transl cell count 5 µM = recorded beside bCat nuc transl, whose call it bears; cell count; measured here: cell count, cytotoxicity flag
# T cell HTS vesicle-bound % = further read-out of T cell HTS, marked with its call; double positive events, %; measured here: CD8+ vesicle-bound cell fraction;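 binding gate set so that unloaded-vesicle control wells show 10% double positive cells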
# MT stabilize HCS Hoechst-high % = further read-out of MT stabilize HCS, marked with its call; % Hoechst-high responders; measured here: nuclear condensation Hoechst responders;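 share of cells brighter than vehicle mean plus two SD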
# MT stabilize HCS cytotoxicity % = recorded beside MT stabilize HCS, whose call it bears; toxicity, %; measured here: cytotoxicity by cell density;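 0% = mean cell density of plate MIN control wells and 100% = no cells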
# Autophagy mod cell loss 18 h = further read-out of Autophagy mod, marked with its call; toxicity, %; measured here: cell loss, nuclei count;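 cell loss after 18 h compound exposure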
# Myeloid diff 2 GFP+ MAC1+ % = also measured in Myeloid diff 2; calls as there; GFP+ MAC1+ double positive, %; measured here: differentiation confirmed by MAC1 staining
# Starred values were filed as active, the others as inactive; i = inactive; ? = inconclusive; nt = not tested or not shown. An unsorted share of the library; about 3.9% have a hit in one of these screens.
SMILES,Autophagy mod,Autophagy mod cell loss 18 h,bCat nuc transl,bCat nuc transl cell count 5 µM,T cell HTS,T cell HTS vesicle-bound %,Lipid droplet,Lipid droplet cells 6.5 µM,Myeloid diff 2,Myeloid diff 2 GFP+ MAC1+ %,West Nile antiviral,Insulin prom up,Insulin prom up cell count,MT stabilize HCS,MT stabilize HCS Hoechst-high %,MT stabilize HCS cytotoxicity %,WT yeast gro inh,WT yeast gro inh mutant strain
Cc1cc(CN(C)C)c(O)c(C2(C)CCCCC2)c1,i,-6,-0.3,1033,i,17,-22,740,i,0.8,0.0%,-0.11,1281,1.8,0.6,34,-4,-8
O=C(O)c1nccnc1C(=O)Nc1ccccc1-c1ccccc1,nt,nt,-1.8,1362,i,14,-12,512,i,0.6,0.0%,nt,nt,nt,nt,nt,nt,nt
CCOC(=O)C1=C(C)NC(=O)NC1c1cn(-c2ccccc2)nc1-c1cccs1 (stereo unspecified),i,12,-0.8,1185,i,36,nt,nt,i,1.7,-0.2%,0.08,1126,4.1,2.2,5.4,1,0
Cc1ccc(C(=O)CSc2cc(C)[nH]c(=O)n2)cc1,nt,nt,nt,nt,i,30,10,703,i,0.6,0.0%,nt,nt,nt,nt,nt,nt,nt
O=C(Nc1ccccc1)NC(Cc1ccc(O)cc1)C(=O)O (stereo unspecified),i,8,-5.9,1157,i,28,8,690,i,0.6,0.5%,0.09,1588,2.5,1.4,6.1,-12,-8
CC(C)n1c(SCC(=O)Nc2ccccc2N2CCOCC2)nc2c1c(=O)n(C)c(=O)n2C,i,0,-2.3,539,i,31,-12,736,i,1.6,0.6%,nt,nt,2.9,1.9,7.2,4,-4
CCN(CC(=O)NC1CCCCCC1)S(=O)(=O)c1ccccc1,i,5,0.4,1063,i,27,-18,702,i,0.9,-0.6%,-0.41,1787,4.0,3.0,4.7,8,14
CCOc1ncccc1C(=O)NCCc1c[nH]c2ccccc12,nt,nt,nt,nt,i,41,-14,816,i,0.0,0.0%,nt,nt,nt,nt,nt,nt,nt
O=C(Nc1ccc([N+](=O)[O-])cc1)c1cncc(Br)c1,i,4,-0.8,1487,i,52,11,696,i,0.0,-0.3%,0.21,1334,4.9,3.4,7.4,5,3
COc1ccc(-n2c(C)c3c(OC)cccc(=O)c3c2C)cc1,i,-33,-2.8,908,i,8,nt,nt,i,4.7,nt,0.39,1352,2.3,1.8,9.4,6,16
O=C(OCCNC(=O)c1ccc2ccccc2n1)c1ccc(F)cc1,i,0,2.1,1364,i,12,nt,nt,i,1.7,-0.4%,-0.52,1532,2.9,2.0,8.2,1,-4
Cn1cc(CN2CCN(c3cnccn3)CC2)c(-c2cccc(Cl)c2)n1,i,23,-0.9,1155,i,60,3,630,i,1.0,-0.3%,-0.45,1450,3.7,2.0,3.1,-12,-15
CN(C(=O)c1nc(-c2ccccc2)n(-c2ccccc2)n1)C1CCS(=O)(=O)C1 (stereo unspecified),nt,nt,nt,nt,i,27,2,767,i,2.6,0.1%,nt,nt,nt,nt,nt,nt,nt
Cn1c(Cn2c(=O)sc3ccccc32)nnc1SCC(=O)NCC1CCCO1 (stereo unspecified),i,-4,-4.0,1246,i,36,16,783,i,1.1,0.1%,-0.5,1308,2.9,2.6,8.5,-7,0
CC(=O)c1ccc([C@@H]2C[C@]34CN(Cc5cccc(C(F)(F)F)c5)S(=O)(=O)[C@H]3C[C@H]2O4)cc1,nt,nt,6.6,1160,i,17,-5,674,i,2.3,0.3%,0.17,928,nt,nt,nt,nt,nt
Cc1sc[n+](CC(=O)c2ccc(Br)cc2)c1C,nt,nt,nt,nt,i,17,15,746,i,4.5,-0.4%,nt,nt,nt,nt,nt,nt,nt
Cc1ccc(Oc2ccc(Oc3ccc(C)cc3)nn2)cc1,i,10,0.0,1266,i,35,nt,nt,i,0.8,0.0%,-0.08,1524,3.1,2.3,13,19,4
Cc1[nH]c2ccccc2c1C(=O)C(=O)N1CC(C)OC(C)C1 (stereo unspecified),nt,nt,nt,nt,i,69,0,846,i,2.0,-0.1%,nt,nt,nt,nt,nt,nt,nt
Cc1ccc(Nc2cc(C)nc3nnnn23)cc1,i,5,nt,nt,i,13,2,757,i,0.9,0.1%,-0.33,1240,2.0,1.6,4.7,-1,8
C=CCOc1c(CNc2nccs2)cccc1OCC,i,7,-0.7,977,i,49,-6,727,i,6.3,-0.2%,1.1,1131,4.9,1.9,5.7,-3,4
COc1ccc(CCNS(=O)(=O)c2cccc(C)c2)cc1OC,i,-9,nt,nt,i,3,-45,792,i,1.3,-0.3%,0.11,917,1.7,1.1,5.7,4,7
CCCCCCn1c(N2CCN(c3ccccc3)CC2)nc2c1c(=O)[nH]c(=O)n2C,i,5,0.3,451,i,35,58*,742*,i,0.8,-0.5%,nt,nt,3.6,1.9,12,4,-8
O=C(Oc1ccccc1)c1ccc2c(c1)C(=O)N(Cc1ccncc1)C2=O,nt,nt,-5.0,1194,i,21,-1,619,i,0.6,0.1%,-0.08,1387,nt,nt,nt,nt,nt
Cc1ccccc1NS(=O)(=O)c1cc(C(=O)Nc2cccc([N+](=O)[O-])c2)ccc1C,i,8,-0.1,754,i,51,-2,629,i,0.1,?,0.63,1460,3.0,2.6,11,36,20
Cc1ccc(C)c(NC(=S)NC(NC(=O)N(C)C)C(Cl)(Cl)Cl)c1 (stereo unspecified),i,-4,-0.9,1047,i,19,-29,603,i,2.1,0.1%,0.05,1959,2.0,2.3,13,22,25
SMILES,Autophagy mod,Autophagy mod cell loss 18 h,bCat nuc transl,bCat nuc transl cell count 5 µM,T cell HTS,T cell HTS vesicle-bound %,Lipid droplet,Lipid droplet cells 6.5 µM,Myeloid diff 2,Myeloid diff 2 GFP+ MAC1+ %,West Nile antiviral,Insulin prom up,Insulin prom up cell count,MT stabilize HCS,MT stabilize HCS Hoechst-high %,MT stabilize HCS cytotoxicity %,WT yeast gro inh,WT yeast gro inh mutant strain
N#CC1CCN(C(=O)c2ccc3c(Cl)c4c(nc3c2)CCCC4)CC1,nt,nt,nt,nt,i,27,-31,753,i,0.3,-0.1%,nt,nt,nt,nt,nt,nt,nt
Cn1nnnc1SCc1cc(=O)n2ccsc2n1,i,-2,-3.9,891,i,17,nt,nt,i,7.4,-0.3%,0.52,1482,2.8,3.0,7.9,1,10
Cc1oc(S(=O)(=O)N2CCCC2)cc1C(=O)Nc1ccc(F)cc1,nt,nt,-0.8,1392,i,47,47,739,i,0.7,-0.6%,-0.3,1139,nt,nt,nt,nt,nt
CC1CN(C(=O)COC(=O)c2cc(Cl)ccc2[N+](=O)[O-])CC(C)O1 (stereo unspecified),nt,nt,nt,nt,i,30,-1,830,i,0.3,-0.5%,nt,nt,nt,nt,nt,nt,nt
CN1CCN(C(=O)C2CCN(S(=O)(=O)c3ccc(F)cc3)CC2)CC1,nt,nt,nt,nt,i,31,0,745,i,0.4,0.1%,nt,nt,nt,nt,nt,nt,nt
C=CCN1c2ccccc2[C@]23C[C@@H](C(=O)OC)N(C(=O)c4ccc(Br)cc4)C2=NC(C(=O)OC)=C(C(=O)OC)[C@H]13,nt,nt,-0.4,1132,i,19,-3,703,i,1.3,-0.8%,0.74,739,nt,nt,nt,nt,nt
CC(=O)N1Cc2ccccc2CC1C(=O)NCc1ccccc1F (stereo unspecified),nt,nt,nt,nt,i,44,-16,737,i,0.5,-0.3%,nt,nt,nt,nt,nt,nt,nt
O=C(NCCCn1ccnc1)/C(=C/c1cccnc1)NC(=O)c1ccco1,nt,nt,-1.0,1368,i,17,-6,707,i,0.2,0.3%,-0.1,1075,nt,nt,nt,nt,nt
CN(c1ccc(C(=O)Nc2ccc(S(=O)(=O)N3CCCC3)cc2)cc1)S(C)(=O)=O,i,4,1.0,1048,i,46,4,679,i,0.2,-1.4%,0.12,1452,3.9,1.5,6.9,-4,-8
CCN(CC)CCN1c2ccccc2Sc2ccc3ccccc3c21,nt,nt,-4.4,1135,i,52,3,707,i,0.5,-0.3%,-0.94,722,nt,nt,nt,nt,nt
Cc1ccc(C)c(N(C(=O)Cn2nnc3ccccc32)C(C(=O)NCc2ccco2)c2ccncc2)c1 (stereo unspecified),i,-5,-1.2,1167,i,55,-2,760,i,1.2,-0.2%,0.67,1252,1.7,2.0,9.6,-3,8
CC(=O)N1CC[n+]2c(-c3ccc([N+](=O)[O-])cc3)csc21,nt,nt,0.1,1338,i,28,1,716,i,1.4,-0.5%,1.3,1036,nt,nt,nt,nt,nt
O=C(NCCN1CCc2ccccc2C1)Nc1ccc(F)cc1,i,13,-3.2,1298,i,34,-1,676,i,1.8,-0.3%,0.04,1891,2.5,2.5,7.9,-1,-5
O=C(CSc1nc2c(cnn2-c2ccccc2)c(=O)[nH]1)N1CCCCC1,nt,nt,-0.7,1255,i,39,-5,676,i,1.3,2.2%,-0.47,1136,nt,nt,nt,nt,nt
CC(C)CC(=O)Nc1c2c(nn1-c1ccc(F)cc1)CS(=O)(=O)C2,nt,nt,nt,nt,i,45,13,729,i,0.5,-0.2%,nt,nt,nt,nt,nt,nt,nt
COc1cccc(CN(C)CC(=O)Nc2ccccc2C(=O)Nc2ccccc2)c1,i,-1,4.5,951,i,7,5,674,i,0.8,-0.7%,nt,nt,3.3,3.0,4.4,-6,4
O=[N+]([O-])c1cc(S(=O)(=O)Nc2ccccc2)ccc1N1CCN(c2ccc(O)cc2)CC1,i,-11,0.1,415,i,27,-1,633,i,0.1,-1.4%,0.36,1246,3.5,2.3,3.0,18,3
COc1ccc(Br)c2oc(SC)cc(=O)c12,i,21,nt,nt,i,32,28,745,i,2.0,0.3%,0.21,951,2.9,1.1,11,12,13
